Source: PubChem (National Center for Advancing Translational Sciences (NCATS))
TDP1 block: qHTS Assay for Inhibitors of Tyrosyl-DNA Phosphodiesterase (TDP1); AID 485290, 2010; actives 0.28% (n = 350,000); recombinant TDP1, AlphaScreen DNA substrate cleavage; Potency, µM (series often up to 130 µM), for inactives: at the highest dose activity change, negative = inhibition, hits mostly inhibitors; further: nearly all actives have a fitted effect of over 40% in size
Target sequence (Q9NUW8 whole entry, looked up): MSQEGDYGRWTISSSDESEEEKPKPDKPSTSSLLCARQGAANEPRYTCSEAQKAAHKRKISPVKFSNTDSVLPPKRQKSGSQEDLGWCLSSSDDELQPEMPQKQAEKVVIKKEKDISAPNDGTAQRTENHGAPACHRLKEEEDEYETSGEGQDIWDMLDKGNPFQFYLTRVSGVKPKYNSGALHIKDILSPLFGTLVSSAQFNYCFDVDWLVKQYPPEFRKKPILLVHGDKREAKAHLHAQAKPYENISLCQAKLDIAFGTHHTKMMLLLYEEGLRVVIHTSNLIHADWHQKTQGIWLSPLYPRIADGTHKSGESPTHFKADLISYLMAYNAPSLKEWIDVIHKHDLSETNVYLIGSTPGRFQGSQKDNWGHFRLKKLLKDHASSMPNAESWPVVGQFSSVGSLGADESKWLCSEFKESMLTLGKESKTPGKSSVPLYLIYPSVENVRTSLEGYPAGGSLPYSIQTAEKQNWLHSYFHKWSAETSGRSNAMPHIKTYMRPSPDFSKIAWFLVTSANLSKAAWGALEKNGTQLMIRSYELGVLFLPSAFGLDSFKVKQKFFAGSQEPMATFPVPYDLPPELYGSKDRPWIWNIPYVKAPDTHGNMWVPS
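Compounds were preincubated with Tdp1 (1 nM final) for 15 min at room temperature before substrate (15 nM final) started a 5 min reaction; beads (10 ug/ml final) were then added for 10 min before AlphaScreen detection.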
FEN1 inhibitor: qHTS Assay for the Inhibitors of Human Flap endonuclease 1 (FEN1) | Recombinant FEN1 flap cleavage, fluorescence, 15 min | Potency, µM (series often up to 114 µM), for the others: top-dose activity change, negative = inhibition, actives largely listed as inhibitors | actives 0.35% (n = 390,000) | AID 588795, 2011; further: nearly all actives have a fitted effect of over 65% in size
Target sequence (P39748 whole entry, looked up): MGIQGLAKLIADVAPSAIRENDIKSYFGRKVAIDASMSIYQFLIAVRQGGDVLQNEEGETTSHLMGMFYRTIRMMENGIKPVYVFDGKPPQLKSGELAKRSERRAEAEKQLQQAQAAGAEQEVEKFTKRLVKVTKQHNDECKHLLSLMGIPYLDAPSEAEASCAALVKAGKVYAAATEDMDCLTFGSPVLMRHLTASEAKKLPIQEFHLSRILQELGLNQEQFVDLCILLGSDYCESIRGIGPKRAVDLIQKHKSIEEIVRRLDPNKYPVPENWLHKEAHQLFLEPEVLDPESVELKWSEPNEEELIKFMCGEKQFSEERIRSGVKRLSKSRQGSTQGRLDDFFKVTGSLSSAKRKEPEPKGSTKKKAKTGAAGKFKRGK
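FEN1 at 10 nM, compound pretreatment for 15 min (room temperature), 50 nM final substrate to initiate; endpoint reads at 0 and 15 min; DMSO-only plates used as vehicle background.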
N370S GC mod: qHTS Assay for Inhibitors and Activators of N370S glucocerebrosidase as a Potential Chaperone Treatment of Gaucher Disease; Potency, µM (series often up to 59.4 µM), without a hit: at the highest dose activity change, negative = inhibition, usual class: inhibitors; actives 0.092% (n = 330,000); Lysosomal acid glucosylceramidase (Homo sapiens), P04062; N370S GC spleen homogenate, 4MU-glucoside fluorescence; AID 2101, 2009;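 further: 0% = full enzyme activity and -100% = no enzyme basal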
* hit, by the source's call; ? = inconclusive; . = not tested or not shown; & = joins results of further samples; [ ] = another dose, or the depositor's remark. The call rests on the fitted dose curve; in most records, active means well fitted curve in the direction sought with a large enough effect; inconclusive means small, poorly fitted or top-dose-only effect, or another doubt; inactive means no such curve, though single readings can be large; an effect the other way counts as inactive or inconclusive. Unless noted, on the % scale 0 is the no-effect control and ±100 the full control effect; potency means the concentration at half of the fitted maximal effect.

SMILES	TDP1 block	FEN1 inhibitor	N370S GC mod
COc1ccc(C(=O)NNC(=O)CSc2nc(C(C)C)nc3ccccc23)cc1	2.1%	16.2%	4.7%
Cc1cccc(N2C(=O)SC(SC(=Nc3ccccc3)Nc3ccccc3)C2=O)c1 (stereo not given)	4.3%	-0.5%	-0.8%
COc1ccccc1OCC(O)CN1C(=O)NC(C)(C)C1=O (stereo not given)	0.0%	-7.0%	-5.4%
O=C(NC1Cc2ccccc2C1)c1cc(COc2ccc(F)cc2Cl)on1	5.4%	1.7%	2.8%
COc1cccc(-c2ccc(-c3noc(-c4ccccc4Br)n3)c(OC)n2)c1	4.2%	-6.0%	.
O=C(CN1CCN(S(=O)(=O)c2cccs2)CC1)NCC1CCCCC1	0.6%[56.1 µM]	-0.2%	.
Cc1ccc(NC(=O)CCc2ccc(C)o2)c(Br)c1	.	-0.9%	3.8%
CSc1ccc(Cn2nnc(C(=O)NCc3ccccc3)c2N)cc1	2.2%	-2.9%	6.5%
CCCOC(=O)Nc1nc(-c2ccc(C)cc2)c(C)s1	0.0%	-7.7%	-4.4%
O=C(CCNS(=O)(=O)c1ccc(Cl)cc1)Nc1ccncc1	-0.2%	-3.3%	-13.4%
O=C(COC(=O)CN1C(=O)C2CCCCC2C1=O)Nc1ccc(F)c(F)c1F (stereo not given)	-2.0%	19.1%	.
COc1ccc(OC)c(/C(C)=N\NC(=O)c2cc3cc(Cl)ccc3n2C)c1	8.4%	0.4%	-2.9%
COc1ccccc1CNC(=O)c1cccc(N(C)C)c1	7.0%	13.1%	8.1%
COc1ccc(CCNC(=O)c2cccc(S(=O)(=O)N3CCCCCC3)c2)cc1	-6.5%	?	.
CCn1c2ccccc2c2nnc(N3CCN(c4cc(C)ccc4C)CC3)nc21	1.3%	-3.9%	.
O=C([C@H](Cc1ccc(O)cc1)n1cc(CCO)nn1)N1CCNCC1	3.8%	-5.6%	-4.8%
CC(C)(C)c1ccc(S(=O)(=O)N2CCN(CC(=O)NC(=O)NC3CCCCC3)CC2)cc1	5.3%	-1.2%	-4.4%
CC(C)N(CCc1ccncc1)C(=S)Nc1ccc(F)c(Cl)c1	5.4%	-5.3%	?
COc1ccccc1N1C(=NC(=O)C2CCCCC2)SC2CS(=O)(=O)CC21 (stereo not given)	2.3%	-10.6%	-8.2%
CC1CCC2C(=O)N(c3ccc(Cc4ccncc4)cc3)C(=O)C2C1 (stereo not given)	1.2%	-0.3%	-4.3%
CCCn1c(O)c(/C=C2\C=NN=C2c2ccccc2)sc1=S	7.8%	-17.8%	2.1%
COc1ccc(C)c2sc(N(CCN(C)C)C(=O)c3ccc4ccccc4c3)nc12	16.8%	-20.7%	-11.5%
N#Cc1cnn2c1nc(N1CCOCC1)c1ccccc12	3.9%	-1.2%	6.3%
Cc1ccc(NC(=O)c2cccc(S(=O)(=O)N(C)C3CCCCC3)c2)nc1	.	5.0%	-4.8%
Cc1ccccc1NC(=O)c1ccc(CSc2ncccn2)cc1	2.0%	5.9%	-23.4%
(more compounds)
SMILES	TDP1 block	FEN1 inhibitor	N370S GC mod
Cc1ccc(CSC2=Nc3sccc3C3=NC(=O)CN23)cc1	3.9%	-21.8%	4.9%
COCCN1CCN(Cc2nc(C3(c4ccc(C)cc4)CCCC3)no2)CC1	-2.7%	4.7%	-5.9%
O=C(O)CCCC(=O)Nc1nncs1	0.6%	-7.4%	0.5%
CCN(CC)CCCN(C(=O)c1ccc(F)cc1)c1nc(-c2ccc(OC)cc2)cs1	.	-26.5%	-24.1%
Cc1c(C)c(C)c2[nH]c(=S)[nH]c2c1C	.	1.9%	7.2%
CN(C)S(=O)(=O)c1ccc(C(=O)NCCN2C(=O)S/C(=C\c3cccnc3)C2=O)cc1	0.0%	3.9%	2.5%
C=CCNc1oc(-c2ccc(OC)cc2)nc1C#N	3.1%	7.8%	29.2%
COc1ccc2c(c1OC)C(=O)OC2N1C(=O)CC[C@H]1C(=O)NCC1CCCO1 (stereo not given in full)	.	-8.4%	2.3%
Cn1nccc1C(=O)N1CCN(C23CC4CC(CC(C4)C2)C3)CC1	1.1%	5.6%	-12.3%
Cc1ccc(-c2cc(-c3coc4ccc(Cl)cc4c3=O)c3c(n2)-c2ccccc2OC3)cc1	-0.6%	-8.3%	.
COc1ccccc1N1CCN(C(=O)c2ccc3c(=O)n(Cc4ccco4)c(=S)[nH]c3c2)CC1	5.1%	-4.8%	14.4%
Cc1ccc(S(=O)(=O)Oc2ccc(/C=N/N=C3/NC(=O)C(CC(=O)O)S3)cc2)cc1 (stereo not given)	1.2%	4.5%	8.5%
COc1cccc(CN2CCN(c3ncccn3)CC2)c1	-1.0%	-3.8%	3.9%
COc1ccccc1OCC(=O)Nc1ccc(N2CCOCC2)cc1N1CCOCC1	3.5%	1.0%	.
Cc1ccc(C2=N/C(=C/N3CCOCC3)C(=O)O2)cc1	2.1%	-13.1%	-0.7%
CCCc1ccc(C(=O)NNc2cc(Cl)ccc2Cl)cc1	0.0%	10.9%	8.9%
COc1ccc(OC)c(NC(=O)c2noc3c2CCCC3)c1	-2.1%	?	.
CN(C)S(=O)(=O)NCC1CCCN(Cc2ccc(-c3ccccc3)cc2)C1 (stereo not given)	.	10.2%	-7.2%
Cc1ccc(CNS(=O)(=O)c2cc3c(cc2C)N(C)CCO3)cc1	3.9%	-3.2%&9.6%	-0.3%
CC(Oc1ccccc1)C(=O)Nc1ccc(C(=O)OCc2cc(=O)n3nc(C(C)C)sc3n2)cc1 (stereo not given)	-1.2%	16.2%	.
COc1ccc(NS(=O)(=O)c2cc(Cl)ccc2Cl)cc1S(=O)(=O)N1CCCCC1	2.4%	0.6%	3.7%
Cc1cccc(Cn2nnc(C(=O)Nc3cc(C)ccc3C)c2N)c1	0.0%	-25.0%	.
CN(CCOc1ccccc1)C(=O)c1cc(S(=O)(=O)N2CCCCC2)ccc1Cl	0.9%	14.9%	-0.4%
CCc1nc2nc(C)c(NS(=O)(=O)c3cccs3)c(=O)n2[nH]1	13.7%	2.1%	-4.4%
Cc1ccc(Cl)c2c(N=Nc3ccccc3)c(O)[nH]c12	5.6%	21.7%	-6.5%

Three records drawn at random from the list so far:
SMILES	TDP1 block	FEN1 inhibitor	N370S GC mod
CCn1c2ccccc2c2nnc(N3CCN(c4cc(C)ccc4C)CC3)nc21	1.3%	-3.9%	.
CCCc1ccc(C(=O)NNc2cc(Cl)ccc2Cl)cc1	0.0%	10.9%	8.9%
O=C([C@H](Cc1ccc(O)cc1)n1cc(CCO)nn1)N1CCNCC1	3.8%	-5.6%	-4.8%

More structures follow.
SMILES	TDP1 block	FEN1 inhibitor	N370S GC mod
O=C(NCc1ccncc1)C1CCN(S(=O)(=O)c2ccccc2)CC1	.	-1.1%	-6.3%
O=C(NCc1cnn(-c2ccc(F)cc2)c1)C1CCC(=O)N(C2CC2)C1 (stereo not given)	-1.9%	-0.8%	-21.5%
O=C1c2ccccc2C(=O)N1CC(O)COCc1ccccc1 (stereo not given)	4.1%	-0.4%	4.4%
CCN(CC)S(=O)(=O)c1ccc(-c2cn3cc(Cl)ccc3n2)cc1	.	12.8%	-5.1%
COc1cc(/C=N/NC(=O)c2cc(-c3ccccc3)nc3ccccc23)ccc1O	.	-7.8%	4.4%
COc1cc(C2Nc3ccc4ccccc4c3C3=C2C(=O)CC(C)(C)C3)ccc1OC(C)C(=O)O (stereo not given)	.	-17.4%	?
CCCCCCC1C(C#N)=C(N)OC2=C1C(=O)CC(C)(C)C2 (stereo not given)	2.6%	18.5%	5.1%
COc1ccc(/C=C(\C#N)C(=O)N2COCC2(C)C)cc1	.	-5.2%	-9.4%
Cc1ccc(CSCC(=O)N(C)CC(=O)Nc2ccc(Br)cc2C)cc1	-1.2%	-2.2%	-0.9%
COc1ccc(Cl)cc1S(=O)(=O)NC(C)C(=O)NCCCn1ccnc1 (stereo not given)	-2.1%	5.1%	-5.8%
O=[N+]([O-])c1cccc(C(=S)N2CCN(c3ccc(F)cc3)CC2)c1	9.2%	7.6%	16.2%
CCOc1ccc(/C(O)=C/C(=O)C(=O)Nc2ccc(S(=O)(=O)NC(C)=O)cc2)cc1	-1.1%	-1.7%	-0.7%
Nc1c(NCc2ccccc2)c(=O)c1=O	.	-11.0%	-3.0%
COCCN(C(=S)Nc1c(C)cc(C)cc1C)C(C)c1cccs1 (stereo not given)	-1.2%	2.0%	7.7%
CCOC(=O)C1CCCN(C(=O)COC(=O)C2=COCCO2)C1 (stereo not given)	3.1%	4.3%	5.5%
COc1ccc(C)cc1NC(=O)Nc1ccncc1	2.2%	3.6%	-2.9%
O=C(Nc1ccccc1)OCC1CCCN2CCCCC12 (stereo not given)	-5.8%	-10.3%	14.6%
Cc1cc(C)c(NC(=O)Cn2c(=O)n(Cc3ccco3)c(=O)c3ccc(C(=O)NC4CCCC4)cc32)c(C)c1	2.3%	-1.0%	.
COc1ccc(CCN2CC(C(=O)OCC(=O)NC(C)c3cccc(Cl)c3)CC2=O)cc1OC (stereo not given)	-0.1%	0.4%	.
COc1ccc(/C=C2\SC(=Nc3ccccc3OC)NC2=O)cc1	7.0%	-1.6%	14.5%
Cc1ccc(N2CC(C(=O)Nc3nccs3)CC2=O)cc1 (stereo not given)	0.0%	-4.0%	-3.0%
COc1ccc(NS(=O)(=O)NC(=O)c2cn(C)c3ccccc23)cc1	4.4%	4.4%	-11.7%
Cc1ccc(-c2nc3cccc(C)n3c2Nc2ccc3c(c2)OCO3)o1	11.8%	-11.6%	.
CC(=O)c1ccc(OC2C=CC(c3ccc(Cl)cc3)OC2CO)cc1 (stereo not given)	1.6%[21 µM]	.	-5.5%[12.8 µM]
Cc1ccc(S(=O)(=O)N2CCOCC2)cc1NC(=O)CSc1ccc(Cl)cc1	.	-2.3%	-4.7%
Next results follow.
SMILES	TDP1 block	FEN1 inhibitor	N370S GC mod
O=C(CSc1ccccc1)NCCCN1CCOCC1	6.9%	3.8%	-4.6%
Cc1cccc(C(=O)OCC(=O)NCC2CCCO2)c1O (stereo not given)	0.1%	19.0%	.
O=C(CSc1nc2ccc(Cl)cc2[nH]1)NCCc1ccc(Cl)cc1	1.9%	10.3%	2.9%
CCCc1ccc(OCC(=O)Nc2cc(S(=O)(=O)CC)ccc2O)cc1	1.2%	-16.1%	1.4%
COCC(C)NC(=S)Nc1ccccc1[N+](=O)[O-] (stereo not given)	1.8%	2.9%	-5.0%
COC(=O)N1[C@H](Cc2ccccc2)C=C[C@]1(C)C(=O)NCc1ccc(N(C)C)cc1	15.3%	.	-4.3%
O=c1c2ccccc2nc(-c2ccccc2)n1CCN1CCOCC1	2.1%	-2.6%	-4.2%
CCCc1nc2ccccc2c(C(=O)OC(C)C(=O)NCc2ccc3c(c2)OCO3)c1CC (stereo not given)	2.7%	-1.9%	-5.5%
C=CCN(c1ccccc1)S(=O)(=O)c1cccc(C(=O)Nc2ccncc2)c1	.	-9.8%	-9.7%
O=C1CCc2cc(S(=O)(=O)NCc3ccc(Cl)cc3)cc3c2N1CC3	-1.2%	-14.4%&-0.6%	-0.8%
O=C(Nc1nc2ccccc2[nH]1)c1cccc(S(=O)(=O)N2CCOCC2)c1	5.6%	-2.9%	10.7%
CN(C)c1ccc(CNc2nc3ccccc3s2)cc1	3.0%	.	-0.3%
O=C(COC(=O)/C=C/c1ccccc1)Nc1ccccc1Br	3.4%	-0.6%	11.3%
O=C(NNS(=O)(=O)c1ccccc1F)c1cc(-c2ccccc2)n[nH]1	.	3.0%	4.5%
COc1ccc(CCNC(=O)c2nnn(-c3ccc4c(c3)OCCO4)c2N)cc1OC	4.3%	2.7%	20.2%
CC(=O)N1CCN(CC(=O)Nc2sccc2C#N)CC1	2.5%	-4.8%	3.5%
Cc1ccc(O)c(C(=O)c2cc(C#N)c(=O)n(-c3nccs3)c2)c1	2.7%	-32.4%	?
Cc1cccc(Cl)c1OCCCN1CCOCC1	4.2%	4.8%	-6.4%
Cc1cccc(N2CCN(C(=O)CCNS(=O)(=O)c3cccs3)CC2C)c1 (stereo not given)	7.1%	-0.8%	-3.7%
COc1ccc(S(=O)(=O)NCc2ccc(C(=O)N3CCN(c4ccccn4)CC3)cc2)cc1	5.2%	-4.0%	11.9%
COc1ccc(/C=C(\NC(=O)c2ccc(C)cc2)C(=O)NCCCn2ccnc2)cc1OC	.	-1.2%	-2.2%

Given with two lines to a compound: entries from further up.
Order of results – TDP1 block	FEN1 inhibitor	N370S GC mod
COCCN(C(=S)Nc1c(C)cc(C)cc1C)C(C)c1cccs1 (stereo not given)
 : -1.2%	2.0%	7.7%
CCOC(=O)C1CCCN(C(=O)COC(=O)C2=COCCO2)C1 (stereo not given)
 : 3.1%	4.3%	5.5%
COc1ccc(C)cc1NC(=O)Nc1ccncc1
 : 2.2%	3.6%	-2.9%
O=C(Nc1ccccc1)OCC1CCCN2CCCCC12 (stereo not given)
 : -5.8%	-10.3%	14.6%
Cc1cc(C)c(NC(=O)Cn2c(=O)n(Cc3ccco3)c(=O)c3ccc(C(=O)NC4CCCC4)cc32)c(C)c1
 : 2.3%	-1.0%	.
